SW480 rerep – A quantitative high throughput screen for small molecules that induce DNA re-replication in SW480 colon adenocarcinoma cells; Potency, µM (doses to about 46.1 µM), inactives show at the top dose re-replication activation, usual class: activators; SW480 DNA re-replication, Hoechst DNA content imaging, 48 h; 1.8% of 340,000 active; further: potency means the concentration at half of the fitted maximal effect; % of control where 0% means no effect; nearly all actives have a fitted effect of over 55% in size
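Readout is total intensity of Hoechst-stained nuclei, excited at 405 nm and collected at 500-530 nm. Compound treatment lasted 48 hr at 37 C in 5% CO2 before staining.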
KB-3-1 tox – qHTS assay for MDR1-selective chemotherapeutics: Primary screen using the parental adenocarcinoma cell KB-3-1 | KB-3-1 viability, CellTiter-Glo ATP luminescence, 72 h | Potency, µM (doses to about 46.1 µM), for the others: at the highest dose activity change, negative = cytotoxic, most hits filed as cytotoxic | 1.4% of 400,000 active | AID 1347075, 2019; further: potency means the concentration at half of the fitted maximal effect; on the % scale 0 is the no-effect control and ±100 the full control effect; nearly all actives have a fitted effect of over 60% in size
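Multi-concentration cytotoxicity screen in KB-3-1 cells grown in DMEM lacking phenol red with 10% FBS. After 72 h at 37 °C with compound, ATP-dependent luminescence was recorded.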
HT1080 IDH1KD tx – qHTS for induction of synthetic lethality in tumor cells producing 2HG: qHTS for the HT-1080-IDH1KD cell line; HT-1080 IDH1 knockdown viability, ATP luminescence, 48 h; Potency, µM (titrated, usually from 46.1 µM), for the others: at the top dose activity, negative = toxicity, usual class: cytotoxic; 2% of 360,000 active;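 further: potency means the concentration at half of the fitted maximal effect; 0% = DMSO wells and -100% = cell-free medium wells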
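IDH1KD HT-1080 cells, 750/well, RPMI + 5% FBS; compound pinned after 2 h settling; 48 h, 37 °C; CellTiter-Glo luminescence; % activity normalised to DMSO and no-cell wells; curves fitted, classed by r2 and efficacy.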
MCF10A rereplic – A quantitative high throughput screen for small molecules that induce DNA re-replication in MCF 10a normal breast cells; MCF 10A DNA re-replication, Hoechst nuclear intensity, 48 h; Potency, µM (titrated, usually from 46.1 µM), for the others: at the top dose activity, positive = re-replication, most hits filed as activators; 2.9% of 350,000 active; AID 624296, 2012; further: potency means the concentration at half of the fitted maximal effect; % of control where 0% means no effect; nearly all actives have a fitted effect of over 50% in size
KB-V1 MDR tox – qHTS assay for MDR1-selective chemotherapeutics: Primary screen using the drug-selected MDR subline cells KB-V1; KB-V1 MDR cells viability, CellTiter-Glo, 72 h; Potency, µM (top dose mostly 46.1 µM), without a hit: at the top dose activity change, negative = cytotoxicity, hits mostly cytotoxic; 3.4% of 400,000 active; AID 1347076, 2019; further: potency means the concentration at half of the fitted maximal effect; on the % scale 0 is the no-effect control and ±100 the full control effect; nearly all actives have a fitted effect of over 60% in size
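Readout: CellTiter-Glo luminescence, 10 min after addition. Cells: KB-V1 MDR subline, 72 h at 37 degrees C with compound. Analysis: corrected, normalized data fitted to concentration-effect curves.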
ATXN2 expr inh – Primary qHTS for Inhibitors of ATXN expression. HEK-293 ATXN2-luciferase reporter, luminescence, 24 h. Potency, µM (titrated, usually from 57 µM), without a hit: at the top dose activity change, negative = inhibition, most hits filed as inhibitors. 0.72% of 360,000 active. AID 1745845, 2022; further: potency means the concentration at half of the fitted maximal effect; on the % scale 0 is the no-effect control and ±100 the full control effect; nearly all actives have a fitted effect of over 55% in size
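qHTS (up to 57 uM final) was run with 24 h compound exposure of reporter cells at 37 °C. Each well was multiplexed: SteadyGlo luminescence measured ATXN2-luciferase expression after a fluorogenic Gly-Phe-AFC viability readout (25 uM final).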
IL1B secr inh – qHTS for Inhibitors of Inflammasome Signaling: IL-1-beta AlphaLISA Primary Screen. 4.7% of 360,000 active. THP-1 LPS/ATP IL-1B secretion, AlphaLISA, 16 h; stronger effect = lower value. activity change, % at 57.5 µM; in the data active means activity change below about -50%; inconclusive means mostly about -30% to -49%; further: on the % scale 0 is the no-effect control and ±100 the full control effect
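Secreted IL-1B measured by AlphaLISA bead assay after 16 h compound exposure of THP-1 cells; compounds (final up to 57.5 uM) added 1 h before LPS (250 ng/mL) and ATP (1.25 mM) stimulation; lower signal means less secretion.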
S2 tox – Viability Counterscreen for Primary qHTS for Inhibitors of ATXN expression. 0.49% of 400,000 active. Potency, µM (titrated, usually from 56.7 µM), usual class: cytotoxic. AID 651635, 2014. S2 cells (HEK-293 line with an ATXN2-luciferase reporter) viability, CellTiter-Fluor protease fluorescence, 24 h; further: potency means the concentration at half of the fitted maximal effect; nearly all actives have a fitted effect of over 40% in size
HT1080-NT tox – qHTS for induction of synthetic lethality in tumor cells producing 2HG: qHTS for the HT-1080-NT fibrosarcoma cell line. Potency, µM (top dose mostly 46.1 µM), for inactives: at the top dose activity, negative = less viability, hits mostly cytotoxic. AID 686970, 2013. 1.6% of 360,000 active. HT-1080-NT fibrosarcoma viability, CellTiter-Glo ATP luminescence, 48 h;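 further: NT is the 2HG producing partner of a matched IDH1 knockdown line; potency means the concentration at half of the fitted maximal effect; 0% = DMSO-treated cells and -100% = media-only wells without cells; nearly all actives have a fitted effect of over 55% in size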
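Fibrosarcoma NT cells, 750 per well in 5% FBS RPMI, were exposed to compound for 48 hours. Viability: CellTiter-Glo luminescence.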
Active calls of the source: *; i = inactive; ? = inconclusive; / = no result given; & = joins results of further samples; [ ] = dose if it differs, or a comment. Unless noted, the call rests on the fitted dose curve; in most records, active means well fitted curve in the direction sought with a large enough effect; inconclusive means small, poorly fitted or top-dose-only effect, or another doubt; inactive means no such curve, though single readings can be large; an effect the other way counts as inactive or inconclusive. Compounds were not picked by outcome; overall some 11% were active at least once.

Screens in order – SW480 rerep	KB-3-1 tox	HT1080 IDH1KD tx	MCF10A rereplic	KB-V1 MDR tox	ATXN2 expr inh	IL1B secr inh	S2 tox	HT1080-NT tox
1) CC(=O)N1CCc2cc(S(=O)(=O)NCCC(=O)NCCc3ccccc3)ccc21
    -3%	-19%	-1%	8%	1%	-4%	29	i	2%
2) O=C1c2cccnc2C(Nc2ccc(S(=O)(=O)N3CCCCC3)cc2)N1Cc1ccccc1 (centres undefined)
    2%	5%	9%	-13%	4%	-2%	-18	i	3%
3) COc1ccc(S(=O)(=O)N(C)C)cc1NCC(=O)Nc1ccc(Br)c(C)c1
    3%	-6%	-29%	3%	7.3µM*	-12%	2	i	-29%
4) CC(C)(C)c1ccc(/C=C/C(=O)NCCCn2ccnc2)cc1
    1%	-1%	-13%	-10%	-2%	-8%	-13	i	-7%
5) Cc1ccc(NC(=O)CCc2c(C)nn(-c3ccc(N4CCOCC4)nn3)c2C)cc1
    ?	3%	12%	?	-26%	8%	-24	i	11%
6) c1ccc(NC2=NCCN2CC2CCCCCC2)cc1
    -17%[9.22 µM]	-2%	-5%	5%	?	2%	-6	i	-5%
7) Cn1nc(C(=O)Nc2ccc(-n3cnnn3)cc2)c2ccccc2c1=O
    -8%	2%	6%	2%	-5%	-12%	?	i	3%
8) Cc1cccn2c(=O)c3cc(C(=O)NCCC4=CCCCC4)n(C)c3nc12
    ?	?	9%	9.2µM*	-20%	-5%	36	i	9%
9) Fc1ccccc1CSc1ncn[nH]1
    2%	-5%	-2%	-7%	-11%	8%	-3	i	-5%
10) COCCCNC(=O)CSC1=Nc2ccccc2C2=NC(CCC(=O)NCc3ccc(OC)cc3)C(=O)N12 (centres undefined)
    /	8%	/	/	?	-5%	/	i	/
11) Cn1c(Cn2nnc3ccccc32)nnc1SCC(=O)NCc1ccc2c(c1)OCO2
    1%	0%	11%	13%	0%	4%	-1	i	5%
12) O=C(O)CCCNC(=O)CCCNC(=O)C(c1ccccc1)c1ccccc1
    -3%	-2%	13%	-11%	-11%	4%	1	i	0%
13) CCOC(=O)Cn1nc(C)n(-c2ccc(C)cc2)c1=O
    -13%	12%	1%	7%	12%	5%	28	i	5%
14) CCN(Cc1ccccc1)C(=O)CCS(=O)(=O)c1ccc2c(c1)oc(=O)n2C
    9%	-1%&10%	-5%	1%	-5%&-24%	4%&1%	11	i	0%
15) CCOc1ccccc1OCCCC(=O)OCC(=O)Nc1cccc(Cl)c1
    -5%	11%	25%	-1%	?	-12%	12	i	12%
16) CC(=O)c1cccc(NC(=O)c2cnn3ccccc23)c1
    -3%	3%	5%	-9%	13%	6%	-12	i	14%
17) CCc1nc2ccccc2n1CC(=O)OCC(=O)N(CC(C)C)c1c(N)n(Cc2ccccc2)c(=O)[nH]c1=O
    /	7%	20%	/	33%	9%	7	i	13%
18) COC(=O)c1ccccc1N=Nc1c(C)[nH][nH]c1=O
    -2%	-1%	7%	11%	?	-9%	1	?	5%
19) O=C(N[C@@H]1C/C=C\C[C@H](CC(=O)N(CCO)Cc2ccccc2)C(=O)N[C@@H](Cc2c[nH]c3ccccc23)COC1=O)OCC1c2ccccc2-c2ccccc21
    ?	0%	-2%	8%	0%	-13%	12	i	-2%
20) CCOc1ccc(S(=O)(=O)NCCC(=O)N2CCN(c3ccc(OC)cc3)CC2)cc1
    -3%	-19%	-2%	-10%	-1%	?	-4	i	-3%
21) Cc1ccc(Nc2ncnc3sc(C)c(C)c23)cc1
    -1%	-12%	-23%	-3%	?	14%	14	i	?
22) Cn1c(CCNC(=O)C2CCCCC2)nc2cc([N+](=O)[O-])ccc21
    -4%	22%	-11%	0%	?	-1%	10	i	-3%
23) COCCNC(=O)/C(C#N)=C/c1c(N2CCN(c3ccc(OC)cc3)CC2)nc2c(C)cccn2c1=O
    ?	-9%	-10%	122%	-11%	-16%	?	i	-11%
24) O=C(NCCCN1CCCC1=O)c1ccc(S(=O)(=O)Nc2cccc(C(F)(F)F)c2)cc1
    11%	-15%	-4%	-1%	2%	-35%	28	?	-12%
25) CN(Cc1ccccc1)S(=O)(=O)c1nnc(NC(=O)c2ccc(F)cc2)s1
    -5%	5%	-2%	2%	-10%	-3%	-19	i	3%
26) COc1ccc(/C=N/NC(=O)c2cccc(O)c2)cc1Cn1nc(C)c([N+](=O)[O-])c1C
    ?	1%	-29%	?	10%	/	44	?	-22%
27) O=C(CCl)N1CCN(S(=O)(=O)c2ccc3ccccc3c2)CC1
    ?	?	?	15µM*	?	?	-99*	/	?
28) CNS(=O)(=O)c1ccc(NC(=O)Nc2cccc(F)c2)cc1
    10%	16%	1%	-9%	11%	18%	-15	i	4%
29) Cc1ccc(CCNC(=O)CCc2nc3ccccc3[nH]2)cc1
    -5%	12%	11%	4%	?	-1%	15	i	5%
30) CC(=O)OCC1OC(OC2C[C@]3(C)C(CC(O)C4C([C@](C)(CCC=C(C)C)OC5OC(CO)C(O)C(O)C5O)CC[C@]43C)[C@@]3(C)CCC(O)C(C)(C)C23)C(O[C@@H]2OC(C)C(O)C(O)C2O)C(O)C1O (some centres undefined)
    -8%	0%	12%	0.52µM*	0%	10%	39	i	14%

Screens in order – SW480 rerep	KB-3-1 tox	HT1080 IDH1KD tx	MCF10A rereplic	KB-V1 MDR tox	ATXN2 expr inh	IL1B secr inh	S2 tox	HT1080-NT tox
31) COc1ccc(CNC(=O)Cn2c(=O)cc(-c3ccccc3)c3c(C)nn(C)c32)cc1
    /	-9%	/	/	4%	-4%	/	i	/
32) CNC(=O)CSCc1c(F)cccc1Cl
    -6%	-1%	13%	1%	-13%	14%	-2	i	12%
33) COc1ccc(-c2noc3c2-c2nc(C4CCCCC4)sc2CC3)cc1
    1%	4%	4%	-2%	17%	12%	18	i	14%
34) CC1(C)CC(=O)C=C(NC2CC(C)(C)NC(C)(C)C2)C1
    -9%	1%	-1%	-1%	-9%	2%	-5	i	10%
35) Cc1cc(N2CCN(C)CC2)nc2ccc(NC(=S)N3CCN(c4cccc(Cl)c4)CC3)cc12
    9.2µM*	5%	-9%	7.3µM*	10%	-23%	19	i	-1%
36) CC(C)c1nc(CNC(=O)CC2C(=O)NCCN2Cc2ccoc2)cs1 (centres undefined)
    0%	-5%	-2%	0%	8%	-30%	0	?	1%
37) CCOC(=O)c1cnc(SCC#N)nc1N
    2%	2%	-1%	-10%	?	-16%	20	i	-11%
38) Cc1ccc(NC(=O)COC(=O)CNC(=O)C2CCCCC2)c(Br)c1
    7%	-4%	9%	1%	4%	-13%	20	i	5%
39) CCC1(c2ccc(F)cc2)NC(=O)N(CC(=O)Nc2ccc(S(N)(=O)=O)cc2)C1=O (centres undefined)
    -14%	4%	5%	6%	24%	-3%	2	i	2%
40) O=c1[nH]c(C2CCCN(S(=O)(=O)c3ccccc3)C2)nc2c1nnn2Cc1ccc(OC(F)(F)F)cc1 (centres undefined)
    3%	-1%&3%	17%	8%	?	-13%&3%	0	i	2%
41) COc1ccc(C(=O)Nc2ccccc2NC(=O)c2ccco2)cc1OC
    -1%	4%	1%	7%	1%	3%	-30	i	-1%
42) COc1cccc(OC)c1C(=O)Nc1cc(C)nn1-c1nc2ccccc2[nH]1
    ?	15µM*	0%	?	3.3µM*	-31%	14	?	6%
43) O=C(CCCCC(=O)NN=Cc1ccc(Cl)cc1)NN=Cc1ccc(Cl)cc1
    15%	/	-3%	1%	/	?	-3	/	-7%
44) O=C(NC(=S)N1CCN(c2ccc(Cl)cc2[N+](=O)[O-])CC1)c1cccs1
    9%	?	-4%	?	?	?	26	/	-3%

Laid out differently: entries from further up.
36: CC(C)c1nc(CNC(=O)CC2C(=O)NCCN2Cc2ccoc2)cs1 (centres undefined)
37: CCOC(=O)c1cnc(SCC#N)nc1N
38: Cc1ccc(NC(=O)COC(=O)CNC(=O)C2CCCCC2)c(Br)c1
39: CCC1(c2ccc(F)cc2)NC(=O)N(CC(=O)Nc2ccc(S(N)(=O)=O)cc2)C1=O (centres undefined)
40: O=c1[nH]c(C2CCCN(S(=O)(=O)c3ccccc3)C2)nc2c1nnn2Cc1ccc(OC(F)(F)F)cc1 (centres undefined)
41: COc1ccc(C(=O)Nc2ccccc2NC(=O)c2ccco2)cc1OC
42: COc1cccc(OC)c1C(=O)Nc1cc(C)nn1-c1nc2ccccc2[nH]1
43: O=C(CCCCC(=O)NN=Cc1ccc(Cl)cc1)NN=Cc1ccc(Cl)cc1
44: O=C(NC(=S)N1CCN(c2ccc(Cl)cc2[N+](=O)[O-])CC1)c1cccs1

Screen / compound no. | 36 | 37 | 38 | 39 | 40 | 41 | 42 | 43 | 44
SW480 rerep | 0% | 2% | 7% | -14% | 3% | -1% | ? | 15% | 9%
KB-3-1 tox | -5% | 2% | -4% | 4% | -1%&3% | 4% | 15µM* | / | ?
HT1080 IDH1KD tx | -2% | -1% | 9% | 5% | 17% | 1% | 0% | -3% | -4%
MCF10A rereplic | 0% | -10% | 1% | 6% | 8% | 7% | ? | 1% | ?
KB-V1 MDR tox | 8% | ? | 4% | 24% | ? | 1% | 3.3µM* | / | ?
ATXN2 expr inh | -30% | -16% | -13% | -3% | -13%&3% | 3% | -31% | ? | ?
IL1B secr inh | 0 | 20 | 20 | 2 | 0 | -30 | 14 | -3 | 26
S2 tox | ? | i | i | i | i | i | ? | / | /
HT1080-NT tox | 1% | -11% | 5% | 2% | 2% | -1% | 6% | -7% | -3%

High-throughput results deposited in PubChem BioAssay by National Center for Advancing Translational Sciences (NCATS).
